UGM FP inh: inhibitors of M. tuberculosis UDP-galactopyranose mutase; P9WIQ1; purified UGM, fluorescence polarization probe displacement; inhibition, % at 10 µM; 320,000 tested, 0.06% active; AID 504406; in the data active means inhibition above about 10%, passing the limit was not always enough; inconclusive means no clear call, values can overlap the other calls
Target sequence (P9WIQ1 whole entry, looked up): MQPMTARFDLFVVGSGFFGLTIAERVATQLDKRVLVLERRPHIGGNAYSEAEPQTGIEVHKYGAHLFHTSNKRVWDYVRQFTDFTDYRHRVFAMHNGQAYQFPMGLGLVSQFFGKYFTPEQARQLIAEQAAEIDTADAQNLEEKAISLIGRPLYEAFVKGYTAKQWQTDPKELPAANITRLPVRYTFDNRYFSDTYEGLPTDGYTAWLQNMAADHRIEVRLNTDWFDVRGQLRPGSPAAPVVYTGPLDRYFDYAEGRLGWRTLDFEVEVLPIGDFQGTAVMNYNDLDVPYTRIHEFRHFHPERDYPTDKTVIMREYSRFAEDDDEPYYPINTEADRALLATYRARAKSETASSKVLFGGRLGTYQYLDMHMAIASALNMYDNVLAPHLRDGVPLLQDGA
Anthrax LF prot: inhibitors of Bacillus anthracis lethal factor protease; multiplex microsphere protease cleavage assay, LF; AID 588501; P15917; inhibition, % at 10 µM; 360,000 tested, 0.12% active; further: plate controls were buffer without enzyme for full effect and enzyme alone for no effect
Mtb FBA inh: inhibitors of M. tuberculosis fructose-bisphosphate aldolase; P9WQA3; purified M. tuberculosis FBA, fluorescence read-out; inhibition, % at 1 µM; 360,000 tested, 2.3% active; AID 588726; in the data active means inhibition above about 27%;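 further: 0% = vehicle and 100% = reference inhibitor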
Target sequence (P9WQA3 whole entry, looked up): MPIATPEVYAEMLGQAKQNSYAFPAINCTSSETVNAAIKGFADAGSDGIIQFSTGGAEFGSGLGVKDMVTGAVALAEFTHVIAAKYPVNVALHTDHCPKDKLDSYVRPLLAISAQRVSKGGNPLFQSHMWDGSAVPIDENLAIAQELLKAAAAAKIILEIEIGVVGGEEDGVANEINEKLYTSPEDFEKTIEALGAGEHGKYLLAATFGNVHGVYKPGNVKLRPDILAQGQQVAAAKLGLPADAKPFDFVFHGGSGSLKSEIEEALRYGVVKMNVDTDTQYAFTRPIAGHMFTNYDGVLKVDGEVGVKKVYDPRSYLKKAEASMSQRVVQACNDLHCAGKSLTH
BoNT-A LC inh2: blocks Botulinum neurotoxin A light chain protease; multiplex microsphere protease substrate cleavage, flow cytometry; inhibition, % at 10 µM; 360,000 tested, 0.17% active; AID 588499; further: plate controls were buffer without enzyme for full effect and enzyme alone for no effect
BoNT F protease: BoNT F light chain protease inhibition; Multiplex microsphere protease cleavage assay, flow cytometry; inhibition, % at 10 µM; AID 588497; 360,000 tested, 0.22% active; in the data active means inhibition above about 35%, passing the limit was not always enough; inconclusive means no clear call, values can overlap the other calls; further: plate controls were buffer without enzyme for full effect and enzyme alone for no effect
Mtb BioA inh: BioA (M. tuberculosis) enzyme inhibition; purified M. tuberculosis BioA enzyme, plate reader; inhibition, % at 9.99 µM; 360,000 tested, 0.096% active; AID 602481; in the data active means inhibition above about 40%; inconclusive means no clear call, values can overlap the other calls
FadD28 binding: M. tuberculosis FadD28 bisubstrate binding inhibition; inhibition, % at 12.5 µM; 360,000 tested, 0.22% active; FadD28 bisubstrate probe binding, fluorescence polarization; in the data active means inhibition above about 8.5%, passing the limit was not always enough; inconclusive means no clear call, values can overlap the other calls
GDH-TPI counter: counter-screen for M. tuberculosis FBA inhibitors: GDH-TPI coupled enzymes | GDH-TPI coupled enzyme counterscreen, NADH absorbance | inhibition, % at 4.8 µM | 360,000 tested, 1.2% active; in the data active means inhibition above about 30%;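 further: 0% = DMSO wells and 100% = wells lacking the enzyme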
PfHsp40 rescue: compounds rescuing yeast from Plasmodium falciparum HSP40 toxicity; growth rescue, % at 12.5 µM; 340,000 tested, 0.68% active; S. cerevisiae expressing PfHsp40, growth rescue, ATP luminescence; AID 504582; in the data active means growth rescue above about 28%, passing the limit was not always enough; inconclusive means no clear call, values can overlap the other calls;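 further: yeast W303a lacking pdr1 and pdr3 grown in galactose medium; growth measured after three days at 30 °C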
* = called active by the depositor; ? = inconclusive; . = no result given; & = joins results of further samples. Unless noted, no stated cut-off is given here; in the data, active means inhibition above about 30%; inconclusive means no clear call, values can overlap the other calls; inactive means below that.

SMILES	UGM FP inh	Anthrax LF prot	Mtb FBA inh	BoNT-A LC inh2	BoNT F protease	Mtb BioA inh	FadD28 binding	GDH-TPI counter	PfHsp40 rescue
CCN1C(=O)S/C(=C/c2c(OCc3ccc(C(=O)O)cc3)ccc3ccccc23)C1=O	-0.6	-2	2	0.4	-10	3.6	-10	13	9.4
Nc1ccc(C2CCCc3nonc32)c2nonc12 (configuration not stated)	2.1	3	1	-0.5	-12	7.4	2.5	2	1.4
Cc1nc2ccc(C(=O)Nc3ccc(N(C)C)cc3)cc2s1	1.7	-1	2	-0.9	-3	.	-1.8	12	0.4
COc1ccc(C(=O)Nc2cccc(S(=O)(=O)NC3=NCCC3)c2)cc1OC	0.6	0	-1	0.6	2	.	-3.0	0	0.4
COc1ccc(C(=O)/C=C/C(=O)N(Cc2ccccc2OC)C(C(=O)NC2CCCCC2)c2ccncc2)c(O)c1 (configuration not stated)	-0.8	1	1	-1.8	-29	.	-1.0	3	-0.2
Cc1ccc(-n2ncc3c(=O)n(CC(=O)NCc4ccco4)cnc32)cc1	-1.9	4	0	0.1	-12	-0.5	-1.2	-3	-0.6
N#CC(C(=O)Nc1ccccc1)=C1Nc2ccccc2N1	-1.9	-9	-1	-0.2	-11	-0.8	1.1	15	0.3
O=C(Cc1ccc([N+](=O)[O-])cc1)N/N=C/c1ccco1	-0.5	1	-3	-0.2	-4	.	-3.1	8	-1.8
COc1ccc(C(=O)OCC(=O)Nc2ccc(OC)c(S(=O)(=O)N3CCCCC3)c2)cc1[N+](=O)[O-]	.	-1	3	0.3	1	-2.1	-6.9	14	-2.3
CCOC(NC(=O)c1ccccc1)C(NC(=O)c1ccccc1)OCC (configuration not stated)	2.1	5	2	-1.9	-3	-1.7	-3.8	5	-0.6
O=C(Cn1cnc2ccccc2c1=O)OCCCCN1C(=O)c2ccccc2C1=O	0.5	-4	8	-1.9	-5	1.4	-0.4	-1	1.1
CC1CCN(CCCNC(=O)CCNC(=O)Cn2cnc3ccccc3c2=O)CC1	1.1	-4	3	0.8	-1	-9.1	1.2	6	0.2
O=C(CSc1cccs1)NCCc1ccccc1	2.5	1	2	0.1	-5	.	-3.0	6	-0.4
CSc1ccc(CN2CCC(C)(Oc3cccc(F)c3)C2)cc1 (configuration not stated)	.	1	-1	-0.5	-6	-0.2	-5.1	-2	.
COc1ccc(OCC(=O)Nc2nc3ccccc3[nH]2)cc1	1.1	-2	1	-0.1	0	1.3	-1.5	2	2.0
O=C(CCC1CCCCC1)Nc1ccc(C(=O)c2ccncc2)cc1	1.5	3	0	0.5	-3	0.0	0.2	9	1.5
COc1ccc(Cl)cc1C1=NOC2(CCC2)C(=O)N1Cc1cccc(C#N)c1	.	1	1	-0.6	-8	-0.2	-3.9	0	.
O=C(Nc1ccc2c(c1)OCO2)C1CCCN1C(=O)NCc1ccccc1 (configuration not stated)	0.4	-4	0	0.4	8	0.1	-5.7	-2	2.4
CCCNC(C)C(=O)Nc1ccccc1C (configuration not stated)	0.2	-5	-2	-0.3	2	0.5	-2.9	-2	0.1
Nn1c(SCC(=O)Nc2ccc3c(c2)CCC3)nnc1C1CC1	4.0	-5	-2	-0.3	-7	1.9	-3.0	-2	0.5
CCN(C(=O)CSc1nnc(Nc2ccccc2C)s1)C1CCS(=O)(=O)C1 (configuration not stated)	-1.9	-2	2	0.1	8	-0.3	-3.5	5	-2.6
CC1=CCC(C(=O)O)C(C(=O)Nc2ccc(-c3nc4ccc(C)cc4s3)cc2)C1 (configuration not stated)	-0.8	1	190*	-1.1	-1	.	-1.2	37*	1.9
CCCc1nn(C)c(C(=O)Nc2ccccc2)c1Cl	-4.7	1	2	-1.0	-11	.	-0.8	3	-1.2
Cc1ccc(Cl)cc1NC(=O)CC1NCCNC1=O (configuration not stated)	-1.7	-7	5	0.0	-4	-1.6	-2.1	5	-0.6
O=C(NC1CCCCC1)C(c1ccco1)N(CCc1ccccc1)C(=O)C(F)(F)F (configuration not stated)	0.3	-2	-7	-0.4	-5	.	0.0	15	-1.6
CCN1CCN(Cc2ccc(NC(=O)c3cc(NC(=O)N4CCNC4=O)cc(OC)c3)cc2C(F)(F)F)CC1	-2.2	2&0	-2&1	0.2&-0.4	0&-4	0.8&0.0	-4.9&-3.0	5&2	-0.6
Cc1onc(-c2ccccc2)c1C(=O)Nc1ccc(OC(C)C)cc1	0.9	5	0	0.0	9	0.2	-0.7	2	13
O=C(c1ccccc1)c1cc(-c2ccccn2)c(N2CCOCC2)s1	-0.5	-2	-5	-5.4	-9	1.2	-4.5	6	1.1
Cc1nc2ccc(S(=O)(=O)NCC(=O)N(C)Cc3ccco3)cc2s1	-0.8	-2	0	-0.1	4	3.8	-0.1	-2	-1.0
O=C(/C=N/O)NCCCn1ccnc1	-0.2	3	-9	1.1	-1	-0.2	-4.0	-11	-0.9

Limited to FadD28 binding and BoNT-A LC inh2 (4 entries from above):
molecule	FadD28 binding	BoNT-A LC inh2
Nn1c(SCC(=O)Nc2ccc3c(c2)CCC3)nnc1C1CC1	-3.0	-0.3
CCN(C(=O)CSc1nnc(Nc2ccccc2C)s1)C1CCS(=O)(=O)C1 (configuration not stated)	-3.5	0.1
CC1=CCC(C(=O)O)C(C(=O)Nc2ccc(-c3nc4ccc(C)cc4s3)cc2)C1 (configuration not stated)	-1.2	-1.1
CCCc1nn(C)c(C(=O)Nc2ccccc2)c1Cl	-0.8	-1.0

More results follow.
SMILES	UGM FP inh	Anthrax LF prot	Mtb FBA inh	BoNT-A LC inh2	BoNT F protease	Mtb BioA inh	FadD28 binding	GDH-TPI counter	PfHsp40 rescue
Cc1ccc(C)n1NC(=O)c1ccccc1	-0.5	1	-4	-1.0	-31	-0.9	-4.7	3	-2.2
Cc1ccc(O)c(CO)n1	-1.7	-9	7	0.2	-3	-0.2	-2.5	-4	1.7
COc1cc(/C=C/C(=O)O)ccc1OS(=O)(=O)c1ccc(C)cc1	-2.3	1	1	-0.4	-1	.	-5.2	-3	-0.1
CCC(=O)N1CCC(C)(C(=O)Nc2ccc(OC)c(OC)c2)C1 (configuration not stated)	.	1	-2	0.0	-1	2.4	-2.4	-4	.
CN1C(C(=O)Nc2ccccn2)=C(O)c2sccc2S1(=O)=O	1.3	-9	-3	-0.8	-10	-6.9	-2.4	12	0.8
Cc1ccc(NC(=O)c2ccc(NC3=NC4CS(=O)(=O)CC4S3)cc2)cc1 (configuration not stated)	-0.6	1	-3	0.3	1	-1.5	-2.6	4	0.6
CC(C)(C)N1[C@@H](CC(=O)O)c2cc(C(F)(F)F)ccc2S1(=O)=O	-1.2	-2	-1	-0.2	4	-2.7	1.4	3	-0.9
COc1ccc2c(c1)C1(C)CCN(C)CC(C1)C2O (configuration not stated)	.	-2	1	-0.3	-7	0.7	-1.9	11	.
Cc1occc1C(=O)OCC(=O)Nc1ccc(F)cc1	-4.7	2	-1	0.1	-9	-0.7	0.0	16	-1.1
Cc1ccccc1C(=O)Oc1ccc2ccc(O)cc2c1	1.0	-5	-7	-3.7	-12	-1.7	-8.7	-10	2.7
Cc1ccc(-c2ccc(/C=N/N3C(=O)C4C5C=CC(C6CC56)C4C3=O)o2)c([N+](=O)[O-])c1 (configuration not stated)	1.9	2	4	1.3	-11	-1.0	-0.5	21	0.2
Cn1cnc2cc(NC(=O)COc3ccccc3)ccc21	1.4	-3	0	-0.6	8	.	.	1	0.4
CC(CCc1ccccc1)NC(=O)COC(=O)c1cccc2ccccc12 (configuration not stated)	1.6	-1	5	0.8	-3	-0.3	-5.2	-3	2.0
CC1CCc2c(sc3ncn(CCO)c(=O)c23)C1 (configuration not stated)	0.2	-3	1	-0.6	-6	-1.9	-2.4	-1	0.5
Cc1nnc(NC(=O)CSc2nnc(Cc3cccn3C)n2-c2ccccc2)s1	-2.6	-10	-1	-0.2	-7	1.3	-1.1	-5	-0.2
CCOc1ccc(CCNC(=O)c2nn(C)c3c2CS(=O)(=O)c2ccccc2-3)cc1OCC	-2.0	0	-1	-0.3	2	0.4	-4.3	-12	0.5
O=C(NCC1CCCO1)c1ccc(S(=O)(=O)N2CCC(c3nc4ccc(Cl)cc4[nH]3)CC2)cc1 (configuration not stated)	-0.6	-2	-4	1.3	-5	5.6	-5.2	1	3.7
CCSCCC(NC1=CC(=O)CC(C)(C)C1)C(=O)O (configuration not stated)	-1.0	-3	5	-0.5	-3	0.3	1.5	-6	0.6
Cc1c2c(nc3nnnn13)CCCC2	-0.1	0	0	-0.7	-1	0.8	0.0	6	-0.6
CCC1(C)CC(C(N)=S)CCO1 (configuration not stated)	-0.4	-19	4	-8.9	?	.	-0.9	-4	0.5
O=C(Nc1cccc(Cl)c1Cl)c1csc([C@@H]2O[C@H](CO)[C@@H](O)[C@H]2O)n1	.	5	0	-0.4	-5	0.3	-4.3	3	.
Cc1nn(-c2ccccc2)c(C)c1/C=N/n1c(-c2ccccc2Br)n[nH]c1=S	0.2	-8	1	-4.0	?	.	-1.4	-10	3.7
O=C(N/N=C/c1cn(-c2ccccc2)nc1-c1cc2ccccc2o1)c1c[nH]c2ccccc12	1.9	-2	-1	-0.6	-1	.	1.3	11	-1.3
Cc1ccc(N(CC(=O)NCC2CCCO2)S(=O)(=O)c2ccc(Cl)cc2)cc1C (configuration not stated)	0.1	-2	-2	-2.2	0	1.3	-1.7	-1	2.5
CCOC(=O)CSc1nnc([C@H](Cc2ccccc2)NC(=O)OC(C)(C)C)o1	-1.6	18	2	4.7	17	-1.4	0.4	-1	-0.1
Cc1ccccc1C1NS(=O)(=O)N=C1N (configuration not stated)	-0.4	0	4	-0.4	-2	-3.0	1.3	-8	-0.2
COC(=O)CCSCC(=O)Nc1ccc(C)c(S(=O)(=O)N2CCCCC2)c1	7.0	-5	5	1.5	-5	-0.7	-1.3	2	0.0
COc1ccccc1N1CCN(/N=C/c2cc(OC)c(OC(C)=O)c(OC)c2)CC1	0.4	3	-1	-0.3	12	-1.9	1.0	-2	0.9
O=C(CSc1ncccn1)Nc1ccc(Cl)c(S(=O)(=O)N2CCOCC2)c1	1.1	-2	1	0.0	-1	4.9	-1.6	6	-0.5
OCCNCCCCSc1ccc(Cl)cc1	-2.6	1	2	0.0	0	.	-1.9	4	-0.2

Structures listed so far containing a tert-butyl group, in the order listed:
SMILES	UGM FP inh	Anthrax LF prot	Mtb FBA inh	BoNT-A LC inh2	BoNT F protease	Mtb BioA inh	FadD28 binding	GDH-TPI counter	PfHsp40 rescue
CC(C)(C)N1[C@@H](CC(=O)O)c2cc(C(F)(F)F)ccc2S1(=O)=O	-1.2	-2	-1	-0.2	4	-2.7	1.4	3	-0.9
CCOC(=O)CSc1nnc([C@H](Cc2ccccc2)NC(=O)OC(C)(C)C)o1	-1.6	18	2	4.7	17	-1.4	0.4	-1	-0.1

Other compounds
SMILES	UGM FP inh	Anthrax LF prot	Mtb FBA inh	BoNT-A LC inh2	BoNT F protease	Mtb BioA inh	FadD28 binding	GDH-TPI counter	PfHsp40 rescue
O=C(NCCc1ccccc1)C1CCN(C2CCN(C(=O)CC3=CCCCC3)CC2)CC1	1.6	-1	-1	-0.2	-10	-1.4	0.9	-1	1.1
Cc1c(C2(c3c(C)n(C)n(-c4ccccc4)c3=O)C(=O)Nc3ccc(F)cc32)c(=O)n(-c2ccccc2)n1C	-1.6	2	0	0.4	?	1.8	-4.6	-10	-0.8
CCc1cc(=S)n2c([nH]c3ccccc32)c1C#N	-0.3	-6	9	5.9	7	.	3.0	-1	-0.8
O=C1CN(C(=O)CNC(=O)c2cccc(Cl)c2)c2ccccc2N1	1.0	-4	2	-0.6	0	.	-0.9	-6	0.0
Cc1cccc(N2C(=O)CC(N3CCN(C(=O)c4ccccc4)CC3)C2=O)c1 (configuration not stated)	-2.0	-1	9	-0.2	0	-0.3	-1.4	5	0.0
CN(CC(=O)Nc1cccc(F)c1)C(=O)c1ccc(N2CCCC2)c([N+](=O)[O-])c1	.	1	-5	2.7	0	0.6	0.5	10	0.5
CCOc1cc(C2C3=C(CCCC3=O)N(CCC(=O)O)C3=C2C(=O)CCC3)ccc1OS(=O)(=O)c1ccc(C)cc1	2.2	2	79*	2.0	2	-0.8	-1.1	9	-1.1
COc1ccccc1C(=O)N/C(=C\c1cn(C)c2ccccc12)C(=O)NCCCn1ccnc1	-2.2	-4	1	-0.9	-4	.	-0.3	19	-0.1

Rows are unselected; overall some 4.7% were active at least once.
